# TRHR ag – activates the human TRH receptor; P34981; TRHR cells, calcium flux fluo-8, FDSS agonist mode; activation, % at 2 µM; actives 0.18% (n = 360,000); AID 493084; note: 0% is about no effect
#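 Agonist-mode FDSS calcium read (Ex 480/Em 530, 1 s cycles) in 1536-well TRHR cells with fluo-8 dye, after 10-cycle baseline and 23 nL compound addition; TRH at EC20 (10 nM final) added afterwards for the enhancer phase.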
# D1 potentiator – human D1 dopamine receptor positive modulation | actives 0.036% (n = 360,000) | AID 504651 | HEK293 TREx D1 cells, calcium flux, dopamine EC20 potentiation | potentiation, % at 10 µM | P21728; in the data active = potentiation above about 30%; note: 0% is about no effect
# Target sequence (P21728 whole entry, looked up): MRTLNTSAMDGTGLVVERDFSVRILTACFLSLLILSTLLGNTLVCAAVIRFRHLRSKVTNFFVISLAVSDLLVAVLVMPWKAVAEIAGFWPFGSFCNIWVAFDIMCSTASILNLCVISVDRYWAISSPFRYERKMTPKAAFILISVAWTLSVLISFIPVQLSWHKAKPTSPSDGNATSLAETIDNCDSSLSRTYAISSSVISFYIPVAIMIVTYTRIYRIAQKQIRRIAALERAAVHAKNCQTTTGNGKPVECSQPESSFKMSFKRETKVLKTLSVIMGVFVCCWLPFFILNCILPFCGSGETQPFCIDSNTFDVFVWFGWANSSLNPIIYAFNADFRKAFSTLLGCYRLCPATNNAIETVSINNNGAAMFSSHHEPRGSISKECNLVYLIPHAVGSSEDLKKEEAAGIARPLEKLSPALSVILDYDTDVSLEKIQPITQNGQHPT
# D2 ag – activates the human D2 dopamine receptor | P14416 | HEK293 T-REx D2 cells, calcium flux agonist mode | activation, % at 2 µM | actives 0.53% (n = 340,000) | AID 485358;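 active = activation over 3 SD above normal in the single-dose calcium agonist read, cut at about 30% in these data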; note: 0% is about no effect
# Target sequence (P14416 whole entry, looked up): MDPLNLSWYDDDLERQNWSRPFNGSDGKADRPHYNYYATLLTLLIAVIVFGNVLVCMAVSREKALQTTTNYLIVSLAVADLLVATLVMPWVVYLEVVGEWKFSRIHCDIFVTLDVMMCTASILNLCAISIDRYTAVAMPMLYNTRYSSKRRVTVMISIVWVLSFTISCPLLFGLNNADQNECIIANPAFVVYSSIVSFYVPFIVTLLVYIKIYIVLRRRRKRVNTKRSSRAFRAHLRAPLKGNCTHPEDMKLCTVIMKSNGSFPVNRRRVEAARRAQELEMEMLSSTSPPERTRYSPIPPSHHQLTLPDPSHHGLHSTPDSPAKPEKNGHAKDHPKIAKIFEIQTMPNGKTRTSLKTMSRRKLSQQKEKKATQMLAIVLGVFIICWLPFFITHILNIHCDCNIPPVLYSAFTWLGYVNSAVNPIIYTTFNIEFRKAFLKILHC
#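 In this primary screen, compounds producing a positive calcium signal within 180 s of addition to tetracycline-induced, force-coupled HEK293 Trex D2 cells are flagged; cells are dye-loaded with a no-wash calcium kit beforehand.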
# RXFP1 antagonist – RXFP1 (human) relaxin receptor antagonism. Q9HBX9. HEK293-RXFP1, relaxin-stimulated cAMP HTRF, 30 min; active compounds read low. activity change, negative = inhibition, % at 57.5 µM. actives 0.59% (n = 350,000);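 active = activity change of -60% or lower, but not beyond a set lower limit; inconclusive = change between -60% and -40%, or beyond the set limit; inactive = change above -40%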; note: % is set by controls: 0 for no effect and ±100 for the full control effect
# TRHR enhancer – TRH receptor (human) allosteric enhancement. TRHR cells, fluo-8 calcium fluorescence, EC20 TRH enhancement. enhancement, % at 2 µM. actives 0.66% (n = 360,000). AID 493056; in the data active = enhancement above about 30%; note: 0% is about no effect
#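 TRHR-expressing cells loaded with fluo-8 calcium dye were read kinetically (ex 480/em 530) during compound addition, then stimulated with an EC20 of TRH (10 nM final). Enhancement of the Gq-mediated intracellular calcium response was scored.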
# D2 potentiator – D2 dopamine receptor (human) potentiation; P14416; HEK293 T-REx D2, calcium flux, EC20 dopamine potentiation; potentiation, % at 10 µM; actives 0.34% (n = 340,000); AID 485347;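 active = potentiation over 3 SD above the plate norm, cut at about 30% in these data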; note: 0% is about no effect
#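 Calcium flux readout, no-wash dye, 1 read/s. Inducible HEK293 Trex D2 line, overnight 30 C. Compound alone 180 s (agonist flags), then EC20 dopamine, another 180 s to score potentiation.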
# D2 antag – D2 dopamine receptor (human) antagonism | HEK293 TREx D2 cells, calcium flux, dopamine EC80 | inhibition, % at 10 µM | actives 2% (n = 340,000); in the data active = inhibition above about 30%; note: 0% is about no effect
#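 Dopamine at EC80 is the agonist stimulus; test compounds precede it by 180 s. Calcium flux read kinetically in a force-coupled, inducible HEK293 T-REx D2 cell line.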
# D1 antagonist – blocks dopamine activation of the human D1 receptor; P21728; HEK293 TREx D1 cells, calcium flux, dopamine EC80; active compounds read low; activity change, negative = inhibition, % at 10 µM; actives 3.2% (n = 360,000); in the data active = activity change below about -30%; note: % is set by controls: 0 for no effect and ±100 for the full control effect
#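 HEK293 T-REx cells expressing inducible, force-coupled D1 receptor; no-wash Ca dye, 30–90 min RT. Cmpd → 180 s read at 1 Hz → EC80 DA → 180 s read.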
# D1 agonist – agonists of human D1 dopamine receptor. P21728. HEK293 T-REx D1 cells, calcium flux, agonist mode. activation, % at 2 µM. actives 1% (n = 360,000). AID 504660; note: 0% is about no effect
#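 Agonism was scored from calcium flux recorded over 180 s (1 read/s) after pintool compound addition, following a 10-cycle baseline. Cells were inducible force-coupled HEK293 TREx D1, plated overnight at 30 C and loaded with no-wash calcium dye.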
# * hit, by the source's call; ? = inconclusive; . = no result given; & = joins results of further samples. Cut-off read from the data, not from the text of the source, unless noted: active = activation above about 30%; inactive = the rest. Not a hit list (roughly 7.1% active in at least one column).
SMILES,TRHR ag,D1 potentiator,D2 ag,RXFP1 antagonist,TRHR enhancer,D2 potentiator,D2 antag,D1 antagonist,D1 agonist
CC(NC(=O)CN1CCN(c2ccc(Cl)cc2)CC1)c1ccccc1 (stereo not drawn),0.2,-12.2,-0.1,0.6,0.2,5.9,-6.8,-13.3,3.7
COc1cc(NC(=O)CN(C)S(=O)(=O)c2cccs2)cc(OC)c1,-0.8,0.6,0.3,14.9,-1.3,11.1,6.1,-7.7,0.6
CCOC(=O)Cn1c(C)c(Br)c(=O)c2cccc(C)c21,-0.1,0.4,0.4,-12.7,-9.5,-11.4,31.2*,1.9,0.6
O=C(Nc1ccccc1)c1ccsc1,0.2,-5.2,-0.4,-3.9,-3.7,-1.5,3.3,-6.3,1.7
CCOc1ncccc1C(=O)N(C)CC(=O)Nc1ccc(F)cc1,-0.9,-6.3,-0.6,-4.6,2.2,2.3,-2.8,-23.7,1.0
Cc1ccc(OCC(=O)N(C)CC(=O)Nc2ccc(F)cc2)c([N+](=O)[O-])n1,0.9,3.6,-0.7,-8.1,3.1,-10.8,-4.9,3.5,1.1
CCOCCCNCC(=O)Nc1ccccc1N1CCOCC1,0.0,-9.6,-0.1,-3.5,-3.4,11.2,1.4,3.2,0.0
O=S(=O)(c1cc(Cl)sc1Cl)N1CCCC1,-0.9,-1.4,-0.3,-0.2,0.0,-2.4,3.0,3.8,-0.1
O=C(c1cc(C2CC2)nc2ccccc12)N1N=C(C(F)F)CC1(O)C(F)F (stereo not drawn),-0.4,-9.4,0.5,-1.1,4.7,26.5,-23.0,-5.7,-3.6
CCCc1cc(C(=O)Nc2nccs2)cs1,1.2,-9.0,6.6,-10.0,-3.0,.,-12.1,4.3,1.9

# Next section; it opens with the seven that closed the last part.
SMILES,TRHR ag,D1 potentiator,D2 ag,RXFP1 antagonist,TRHR enhancer,D2 potentiator,D2 antag,D1 antagonist,D1 agonist
O=C(Nc1ccccc1)c1ccsc1,0.2,-5.2,-0.4,-3.9,-3.7,-1.5,3.3,-6.3,1.7
CCOc1ncccc1C(=O)N(C)CC(=O)Nc1ccc(F)cc1,-0.9,-6.3,-0.6,-4.6,2.2,2.3,-2.8,-23.7,1.0
Cc1ccc(OCC(=O)N(C)CC(=O)Nc2ccc(F)cc2)c([N+](=O)[O-])n1,0.9,3.6,-0.7,-8.1,3.1,-10.8,-4.9,3.5,1.1
CCOCCCNCC(=O)Nc1ccccc1N1CCOCC1,0.0,-9.6,-0.1,-3.5,-3.4,11.2,1.4,3.2,0.0
O=S(=O)(c1cc(Cl)sc1Cl)N1CCCC1,-0.9,-1.4,-0.3,-0.2,0.0,-2.4,3.0,3.8,-0.1
O=C(c1cc(C2CC2)nc2ccccc12)N1N=C(C(F)F)CC1(O)C(F)F (stereo not drawn),-0.4,-9.4,0.5,-1.1,4.7,26.5,-23.0,-5.7,-3.6
CCCc1cc(C(=O)Nc2nccs2)cs1,1.2,-9.0,6.6,-10.0,-3.0,.,-12.1,4.3,1.9
CC(=O)c1cccc(NC(=O)c2nc(-c3ccccc3)n(-c3cccc(C)c3)n2)c1,0.7,-3.1,0.1,.,1.1,-14.9,.,-15.7,18.9
Cc1nn(Cc2ccc(F)cc2)c(C)c1NC(=O)CCCn1nc([N+](=O)[O-])cc1C,0.0,-0.1,-0.1,0.6,-1.4,6.2,7.6,-14.4,1.9
CCCC(c1nnnn1C(C)(C)C)N1CCN(c2ccccc2)CC1 (stereo not drawn),1.3,-1.6,0.7,-5.5,-0.1,10.7,-0.7,-9.0,5.0
COCCCN(C(=S)Nc1cccc(Cl)c1)C(C)c1ccncc1 (stereo not drawn),0.8,7.5,0.7,10.8,36.6*,-0.4,30.3*,-15.5,0.5
COc1ccc(CCNC(=O)C2CCN(C(=O)c3ccccc3C)CC2)cc1,0.7,-6.2,0.6,-19.6,0.3,-3.4,-5.4,3.3,0.5
CCn1c(=O)c(=O)[nH]c2c(=O)oc3ccc(S(=O)(=O)Nc4ccccc4)cc3c21,-0.2,-4.0,0.4,-12.9,-1.5,29.4,3.9,22.9,1.8
CN1C(C)(C)CC(=NOC(=O)c2ccccc2)CC1(C)C,0.1,-1.4,-1.2,-3.6,-7.6,3.6,-3.6,2.1,3.4
COc1ccccc1OC(=O)CCc1nc2ccccc2s1,-0.4,-0.1,0.3,4.2,2.2,-7.5,-2.8,-8.4,1.6
CCc1ccc(C(=O)/C=C/Nc2ccc(S(=O)(=O)Nc3cnc4ccccc4n3)cc2)cc1,-0.3,-2.2,-1.8,-9.1&-3.6,-1.5,24.3,15.8,-1.0,0.1
C=CCOc1ccc(/C=N/NC(=O)C(C)Sc2ccccn2)cc1OC (stereo not drawn),0.1,-0.7,.,-13.3,-1.1,3.5,.,4.2,0.8
CC(=O)c1c(C)[nH]c(C(=O)Nc2nc(-c3ccc(-c4ccccc4)cc3)cs2)c1C,0.0,-5.2,0.5,-5.0,-1.4,1.1,1.3,-11.5,5.4
CCOC(=O)N1CCN(C(=O)CN(C)S(=O)(=O)c2ccc(OC)c(OC)c2)CC1,0.1,2.2,0.1,4.8,17.1,-7.9,-10.4,6.8,1.1
CN(C)CCNc1nc(-c2ccccc2)c2c(c1C#N)CC(C)(C)OC2,0.0,-5.7,.,-1.8,13.4,6.5,.,8.6,2.7
Cc1ccc(NC(=O)C2C(=O)N(CCO)C3(C)CC2c2ccccc2O3)cc1 (stereo not drawn),-0.3,0.3,1.4,-1.2,20.1,11.3,-25.0,6.1,-0.6
COC(=O)CCCn1nc(NC(=O)COc2ccc(F)cc2)cc1C,0.6,.,.,4.6,2.8,-3.1,.,-16.3,2.0
NC(=O)N/N=C1\CCS(=O)(=O)c2ccc(F)cc21,0.0,-7.9,-0.3,-6.6,-1.1,3.2,0.6,-8.3,1.5
C[C@@H](CN=[N+]=[N-])CN1CC[C@H](C(C)(C)C)CCC1=O,0.8,-2.1,0.4,.,-5.4,5.6,27.2,-12.5,-0.2
Cc1ccc(Cl)cc1NC(=O)CCn1c(=O)c2cccn2c2cccnc21,-0.2,-2.0,-0.8,0.1,-4.7,2.2,.,-2.7,2.3
COc1cc(CNC(=O)c2cccc(COc3ccc(Cl)cc3)c2)cc(OC)c1,2.9,-4.4,2.0,9.7,-7.3,11.0,-4.6,0.7,20.7
Cc1ccc(C(C(=O)NCC2CCCO2)N(Cc2ccccc2F)C(=O)Cn2nnc(-c3cccs3)n2)cc1 (stereo not drawn),-0.3,-3.8,0.4,-4.0,-2.2,0.3,4.0,3.9,4.3
COc1ccc(-n2c(=O)c3ccccc3n(CC(=O)OCc3ccccc3)c2=O)cc1OC,1.1,-4.2,-0.2,-9.9,-4.7,3.6,1.7,6.4,5.4
CC(C)c1nnc(NC(=O)CCC(=O)NCc2ccc3c(c2)OCO3)s1,-1.4,-6.0,-1.1,-8.3,-5.2,.,-5.0,4.5,-1.3
CCCN(C(=O)c1cccc(S(=O)(=O)N2CCCc3ccccc32)c1)C1CCS(=O)(=O)C1 (stereo not drawn),0.0,-7.7,0.0,-2.9,-2.7,1.2,-46.3,4.9,1.0
CC(C)(C)OC(=O)N1CCCC1C(=O)NC(Cc1ccccc1)C(=O)O (stereo not drawn),-0.1,-3.3,1.6,-5.4,-7.6,7.6,31.8*,-14.8,0.0
O=C(NNC(=O)c1cccs1)c1ccc(Cl)c([N+](=O)[O-])c1,-0.4,-4.9,0.0,-3.3,-0.9,10.0,10.2,4.0,8.1
COC(=O)c1ccc(-n2c(C)ccc2-c2ccccc2)cc1,-1.3,-6.4,0.2,-27.6,-1.6,-0.5,20.2,14.5,4.1
CC[C@@]12C(=O)N(c3cccc(Cl)c3)C(=O)N1[C@H](c1cccc(C)c1)[C@@H]1C(=O)N(Cc3ccccc3)C(=O)[C@@H]12,0.8,-1.9,1.6,.,-4.8,-7.9,6.4,8.6,4.9
CC(C)(Oc1ccc(Cl)cc1)C(=O)NC1CCSC1=O (stereo not drawn),-0.7,-3.2,0.2,6.8,2.4,-7.1,3.4,-0.3,1.7
CC1CCc2c(sc3ncnc(SCC(=O)Nc4ccc(C(=O)O)cc4)c23)C1 (stereo not drawn),0.1,-6.7,-0.3,-7.1,1.1,2.6,-14.0,19.9,3.8
Cc1ccccc1C(=O)Nc1cccc(NC(=O)c2ccc(F)cc2)c1,-0.8,-3.6,1.0,-3.6,-3.2,17.1,-7.1,-0.1,-0.3
Cc1ccc2nc(-c3ccco3)c(Nc3ccc4c(c3)OCCO4)n2c1,2.1,-0.9,-0.1,0.3,-0.9,.,.,4.6,1.3
CC1=C(C)CS(=O)N(S(=O)(=O)c2ccc(Cl)cc2)C1 (stereo not drawn),14.1,-0.9,7.9,?,7.0,-3.5,12.7,11.0,4.4
Cc1cc(C)cc(NC(=O)COC(=O)c2cccc(S(=O)(=O)N3CCCCC3)c2)c1,0.2,0.3,0.1,3.3,-1.3,-5.3,-16.1,12.7,1.0
CC1(c2ccc(Cl)cc2)NC(=O)N(CC(=O)N2CCc3ccccc3C2)C1=O (stereo not drawn),3.5,0.9,0.9,-4.1,5.1,4.4,-10.4,27.8,31.8*
COCc1cc(=O)[nH]c2c1c(-c1ccccc1)nn2C,-0.6,0.8,.,6.3,-5.1,.,.,-2.2,2.8
O=[N+]([O-])c1ccc(-c2cc(-c3ccncc3)nc3ccc4ccccc4c23)cc1,-1.0,0.6,0.5,-21.3,4.8,2.3,4.1,-5.7,-1.1
CN(C)c1oc(-c2ccccc2Cl)nc1P(=O)(c1ccccc1)c1ccccc1,-0.2,-2.5,-0.5,-37.5,0.8,-2.6,-28.4,16.5,1.5
CCOc1cccc(N2C(=O)CC(NCc3ccc(S(N)(=O)=O)cc3)C2=O)c1 (stereo not drawn),0.6,2.8,0.8,-9.6,16.5,11.6,0.3,2.9,1.4
CN1CCN(C(=O)CSc2ccc(Cl)cc2)CC1,-0.1,-3.4,-0.3,-6.6,43.0*,20.0,-1.7,9.8,-0.1
COCCn1c(=NC(=O)c2cc(Cl)sc2Cl)sc2cc(S(N)(=O)=O)ccc21,1.3,-10.1,2.0,?,-3.4,3.3,-6.8,-3.5,-1.6
CSc1ccc(-c2nnn(CC(=O)NCc3ccccc3)n2)cc1,0.9,0.1,-2.4,3.0,-17.6,2.2,0.9,-14.6,4.4
Cc1ccc(CNC(=O)CCCn2c(=O)[nH]c3ccc(Br)cc3c2=O)cc1,0.0,-0.7,0.5,.,2.2,16.4,.,-1.2,0.5
CCCN(C(=O)C(NC(=O)c1ccccc1)C(C)C)c1c(N)n(Cc2ccccc2)c(=O)[nH]c1=O (stereo not drawn),0.4,-19.6,0.1,1.4,-3.4,8.4,27.6,-76.6*,-0.2
Cc1ccc2nc(SCC(=O)Nc3c(F)cccc3F)[nH]c2c1,-0.8,-6.0,3.4,-1.2,-5.5,-5.8,-3.0,0.8,4.5
CCOC(=O)c1[nH]c2ccc(OC)cc2c1NC(=O)c1ccc2c(c1)OCO2,-1.1,-4.9,0.1,-8.3,6.9,-3.2,-17.7,8.6,1.7

# From PubChem BioAssay
